# Bioassay records deposited in PubChem by several laboratories.
# TbMetRS inhib: Trypanosoma brucei MetRS inhibition; 360,000 compounds, 0.4% hits; purified T. brucei MetRS, ATP depletion, Kinase-Glo luminescence; inhibition, % at 11.9 µM; AID 624268;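 active = inhibition above a per-plate cutoff of the control wells' mean inhibition plus 3 SD, cut at about 5.5% in these data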;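 also: 0% = DMSO wells median and 100% = median of wells with control inhibitor compound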
#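 Test system: purified T. brucei MetRS enzyme. Also added: ATP, methionine and E. coli bulk tRNA substrates. Compound: 11.9 µM single point. Schedule: 15 min enzyme-compound preincubation, 2 h reaction, 10 min detection, 25 °C. Signal: luciferase luminescence of residual ATP, Kinase-Glo. Evaluation: percent inhibition versus plate control medians. Controls: DMSO wells, low control.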
# LMPTP block: blocks human LMPTP phosphatase; inhibition, % at 20 µM; recombinant LMPTP-A, OMFP fluorogenic substrate, fluorescence intensity; P24666; 360,000 compounds, 0.22% hits; AID 651560;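 active = compounds that cut the enzyme signal by at least half of the control window in the single-dose screen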;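 also: plate controls were DMSO wells with enzyme plus substrate for no effect and substrate without enzyme for full effect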
# Target sequence (P24666 whole entry, looked up): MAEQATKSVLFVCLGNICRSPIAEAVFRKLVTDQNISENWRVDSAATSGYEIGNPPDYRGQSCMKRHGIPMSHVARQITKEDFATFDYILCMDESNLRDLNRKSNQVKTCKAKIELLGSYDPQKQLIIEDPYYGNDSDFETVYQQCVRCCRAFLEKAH
#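 Assay system: LMPTP-A, protein tyrosine phosphatase of low molecular weight / Medium: pH 6.0 Bis-Tris buffer with DTT and Triton X-100 / Schedule: 50 min enzyme reaction at room temperature, protected from light / Measured by: endpoint fluorescence intensity from OMFP dephosphorylation / Read-out basis: % inhibition relative to no-enzyme and uninhibited control wells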
# STEP block: blocks human striatal-enriched tyrosine phosphatase; P54829; recombinant STEP, OMFP fluorogenic substrate, fluorescence; 360,000 compounds, 0.25% hits; inhibition, % at 20 µM;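 active = inhibition at 20 µM, scaled per plate between control wells, above about 37%, limit read from the data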;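 also: 0% = DMSO with enzyme and substrate and 100% = substrate only without enzyme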
# Target sequence (P54829 whole entry, looked up): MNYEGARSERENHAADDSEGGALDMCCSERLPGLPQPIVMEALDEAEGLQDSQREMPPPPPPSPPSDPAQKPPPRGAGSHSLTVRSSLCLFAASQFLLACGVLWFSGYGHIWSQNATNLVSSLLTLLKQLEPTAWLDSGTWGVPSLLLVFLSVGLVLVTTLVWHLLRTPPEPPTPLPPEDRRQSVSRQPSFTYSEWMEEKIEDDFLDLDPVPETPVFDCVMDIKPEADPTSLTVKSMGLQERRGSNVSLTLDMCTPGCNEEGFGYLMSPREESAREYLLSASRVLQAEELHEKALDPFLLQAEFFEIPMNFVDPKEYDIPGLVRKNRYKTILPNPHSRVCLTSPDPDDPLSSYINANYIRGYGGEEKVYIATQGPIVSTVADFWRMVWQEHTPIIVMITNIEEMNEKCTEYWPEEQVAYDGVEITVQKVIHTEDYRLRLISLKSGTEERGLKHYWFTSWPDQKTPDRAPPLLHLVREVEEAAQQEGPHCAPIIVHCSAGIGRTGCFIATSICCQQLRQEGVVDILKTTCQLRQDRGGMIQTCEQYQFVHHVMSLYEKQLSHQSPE
#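 System: isolated STEP enzyme; schedule: 20 min enzyme reaction at room temperature, protected from light; medium: Bis-Tris buffer pH 6.0, 2.5 mM DTT, 0.005% Tween 20; signal: fluorescence, 480/540 nm; dosing: single compound dose of 20 µM, 1% DMSO final; also added: OMFP substrate, 25 µM final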
# Scp1 inh: Scp-1 (human) phosphatase inhibition. Q9GZU7. Recombinant Scp1, phosphopeptide, malachite green phosphate absorbance. inhibition, % at 20 µM. 340,000 compounds, 0.88% hits;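 active = inhibition above about 50% at 20 µM, limit read from the data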;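 also: plate controls were DMSO wells with enzyme for no effect and wells lacking enzyme for full effect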
# Target sequence (Q9GZU7 76-261 limits assumed): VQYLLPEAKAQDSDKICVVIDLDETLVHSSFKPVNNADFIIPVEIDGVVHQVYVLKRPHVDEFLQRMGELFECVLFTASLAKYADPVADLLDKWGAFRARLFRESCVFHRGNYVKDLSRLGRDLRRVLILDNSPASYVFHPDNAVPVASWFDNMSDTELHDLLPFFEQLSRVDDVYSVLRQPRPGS
#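 Test system: SCP-1 phosphatase catalytic domain, residues 76-261; measured by: colorimetric phosphate reagent with accelerator and stabiliser, absorbance at 630 nm; timing: enzyme reaction 45 min at room temperature, colour 5 min, stabilisation 30 min; also added: Phosphorylated 17-residue peptide substrate; compound dosing: one concentration, 20 µM, with 1.0% DMSO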
# Rpn11 block: Rpn11 (human) deubiquitinase inhibition | human 26S proteasome, Ub4-pepOG fluorescence polarization; 20S core pre-blocked with epoxomicin | calls only at 20 µM | 360,000 compounds, 0.59% hits | AID 588493;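 active = inhibition at 20 µM, scaled to each plate's controls, above about 33%, limit read from the data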
# NadD block: NadD (S. aureus) enzyme inhibition; purified NadD enzyme, colorimetric absorbance read-out; inhibition, % at 20 µM; AID 602399; 360,000 compounds, 0.78% hits; in the data active = inhibition above about 26%; also: some compounds past the cut are filed as inactive
# SUMO1 PPI mod: SUMO1-SIM interaction modulation. P63165. SUMO1 binding to a labelled peptide, TR-FRET, 1 h. inhibition, % at 20 µM. 360,000 compounds, 0.33% hits; in the data active = inhibition above about 37%
# Target sequence (P63165 whole entry, looked up): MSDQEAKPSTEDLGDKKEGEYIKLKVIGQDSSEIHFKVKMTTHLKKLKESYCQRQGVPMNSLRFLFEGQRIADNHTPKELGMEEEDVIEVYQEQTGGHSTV
# MLLE-PAM2 inh: inhibitors of microRNA-mediated deadenylation, human PABP1 MLLE binding; 360,000 compounds, 0.36% hits; AID 588489; GST-MLLE / FITC-PAM2 fluorescence polarization; inhibition, % at 20 µM; P11940; in the data active = inhibition above about 35%, passing the limit was not always enough;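 also: plate controls were DMSO wells with GST-MLLE for no effect and wells lacking GST-MLLE protein for full effect; some results filed as inactive read as strong as hits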
# CSN deneddyl inh: inhibitors of human CSN-mediated cullin deneddylation; Q92905; Purified CSN, SCF-Nedd8-OG deneddylation, fluorescence polarization; inhibition, % at 12.5 µM; 360,000 compounds, 0.38% hits;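 active = pattern-corrected inhibition above about 35%, with an unprinted fluorescence ratio check between 0.5 and 1.5, limit read from the data, passing the limit was not always enough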;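 also: 0% = enzyme with substrate and 100% = substrate without enzyme; some results filed as inactive read as strong as hits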
#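 Schedule: reaction 90 min, room temperature / Assay system: HEK293T-derived human Csn5 enzyme / Input: Csn5 at 0.24 nM final / Measure: inhibition of Csn5 cleavage, % / Control set: substrate-only high control, full reaction low control / Technique: fluorescence polarization of the substrate / Buffer or medium: Tris/NaCl/DTT buffer, pH 7.5 / Reagent: SCFSkp2-Nedd8OG substrate at 10 nM final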
# DNMT1 block: DNMT1 (human) enzyme inhibition | inhibition (reported as % activation of signal), % at 10 µM | DNMT1 molecular beacon, Hinp1I cleavage, fluorescence | P26358 | 360,000 compounds, 0.83% hits; in the data active = inhibition above about 50%
# * hit, by the source's call; i = inactive; x = no result given.
no.	structure	TbMetRS inhib	LMPTP block	STEP block	Scp1 inh	Rpn11 block	NadD block	SUMO1 PPI mod	MLLE-PAM2 inh	CSN deneddyl inh	DNMT1 block
1	CN(c1cnn(-c2ccccc2)c(=O)c1Cl)n1cccc1	0.6	-0.2	-2	-4	i	-1	0	-14	2	7
2	COc1ccc(C(CNC(=O)Cc2ccccc2)N2CCCCC2)cc1 (centres undefined)	-0.1	-1.0	1	-7	i	-3	1	10	1	-2
3	O=C(NCc1ncc(C(F)(F)F)cc1Cl)Nc1ccccc1	0.1	-1.0	-1	4	i	-4	1	8	2	4
4	O=C(CSCc1ccccc1Cl)N1CCN(c2ccccn2)CC1	-1.1	0.2	0	-4	i	-6	1	6	1	1
5	CCOc1nc(-c2ccc(OC)cc2)ccc1-c1noc(-c2ccncc2)n1	0.5	-1.4	-5	-11	i	-11	-3	-1	1	-1
6	CCOC(=O)CC1(c2ccccc2)CCOC(C)(C)C1 (centres undefined)	-1.2	-0.3	1	0	i	4	0	17	0	3
7	CCOC(=O)C(C)Oc1cccc2c(=O)n(CC(=O)Nc3ccc4c(c3)OCCO4)ccc12 (centres undefined)	0.0	0.0	2	-8	i	1	4	-17	5	19
8	COc1ccc(CNC(=O)CN(c2ccc(C)cc2)S(=O)(=O)c2c(C)nn(C)c2C)cc1	0.4	-1.1	-2	-5	i	-11	11	-2	-3	2
9	Cc1ccc(OCC(=O)N2CCN(S(=O)(=O)c3ccc4c(c3)OCCO4)CC2)c(C)c1	-0.2	0.7	0	-13	i	-5	-4	6	-5	-5
10	CCN1CCC2(CC1)N=C(c1ccc(F)cc1)C(=S)N2	-0.2	-0.3	7	0	i	2	-9	7	-2	0
11	COCCNC(=O)c1cc(S(=O)(=O)N2CCOCC2)ccc1SCc1cccc(OC)c1OC	-0.1	-1.9	0	-7	i	5	-1	13	1	-1
12	CC(=NNc1ccc([N+](=O)[O-])cn1)c1ccccc1	-0.2	-4.3	-2	-13	i	-3	-20	6	-1	-1

# Next section, overlapping the part above by two compounds.
no.	structure	TbMetRS inhib	LMPTP block	STEP block	Scp1 inh	Rpn11 block	NadD block	SUMO1 PPI mod	MLLE-PAM2 inh	CSN deneddyl inh	DNMT1 block
11	COCCNC(=O)c1cc(S(=O)(=O)N2CCOCC2)ccc1SCc1cccc(OC)c1OC	-0.1	-1.9	0	-7	i	5	-1	13	1	-1
12	CC(=NNc1ccc([N+](=O)[O-])cn1)c1ccccc1	-0.2	-4.3	-2	-13	i	-3	-20	6	-1	-1
13	CC(C)[C@@H](CO)N(C)S(=O)(=O)c1ccccc1Br	-1.3	-0.8	1	4	i	-5	0	1	1	4
14	CSCCC(NC(=O)c1cccc(C)c1)C(=O)Nc1sccc1C(N)=O (centres undefined)	0.1	4.3	3	-9	i	1	12	-15	1	-6
15	NS(=O)(=O)c1ccc(NC(=O)c2cccc3cc4ccccc4nc23)cc1	-0.2	2.9	0	-5	i	13	-3	-6	3	8
16	Cc1cc2nc(C3CCN(CC4COc5ccccc5O4)CC3)[nH]c2cc1C (centres undefined)	-0.3	3.4	-2	2	i	-6	6	-2	1	-7
17	CCN(CC)c1ccc(NC(=O)c2ccc(Cl)nc2)cc1	0.3	-0.1	-3	-6	i	-3	13	12	-5	-2
18	CCOC(=O)Cn1nc(C)n(-c2ccc(F)cc2)c1=O	-0.8	-0.8	-1	-5	i	4	2	-3	-4	-2
19	CO[C@H]1CN(C)C(=O)c2cc(NC(=O)C3CCOCC3)ccc2OC[C@H](C)N(Cc2nccs2)C[C@H]1C	-0.6	-2.1	x	x	x	x	1	x	1	x
20	CCSc1nc(-c2cccs2)nc2ccccc12	-1.1	2.5	2	6	i	-3	-7	-6	-8	6
21	Cc1ccc(S(=O)(=O)N(C)Cc2ccc(C(=O)NN=C3C4CC5CC(C4)CC3C5)cc2)cc1	0.3	-0.3	2	-2	i	2	-3	3	-4	0
22	CCC(CC)C(=O)Nc1cc(C)c2c(=O)oc3ccccc3c2n1	0.3	1.9	1	-12	i	-4	11	-15	3	1
23	Cc1ccc(S(=O)(=O)N(C)C)cc1NC(=O)c1ccc(-n2cncn2)c([N+](=O)[O-])c1	41*	-0.4	-1	-5	i	4	-26	-29	5	-1
24	CSc1nc(N)nc2c1ncn2CC(=O)NCCCc1ccccc1	-1.5	-1.3	-2	10	i	-2	-3	-2	-6	5
25	CS(=O)(=O)c1ccc(Cl)c(NC(=O)C2CC(=O)N(Cc3ccco3)C2)c1 (centres undefined)	-0.3	0.7	0	18	i	0	5	-1	-3	8
26	COC(=O)C1=C(C)Nc2nc3ccccc3n2C1c1cc(OC)c(OC)c(OC)c1 (centres undefined)	0.2	1.0	-1	-11	i	-8	-1	-3	103	3
27	CCOCCCNC(=O)C1c2ccccc2Oc2ccccc21	-0.5	0.6	-3	-7	i	-9	5	-4	3	1
28	Nc1c(/C=C2\C=Nc3ccccc32)c(=O)nc2sc(CC(=O)N3CCOCC3)nn12	1.1	0.0	-2	-7	i	8	-14	-27	4	0
29	Cc1ccc(S(=O)(=O)NCCOC(=O)Nc2sc(=S)n(C)c2C)cc1	0.0	-0.6	2	-13	i	-1	1	-18	0	-5
30	N#CCSc1nnc(-c2cnccn2)n1Cc1ccccc1	-1.1	-2.2	-1	-12	i	-5	-1	-22	2	0
31	CCCC[C@H]1COCCS(=O)(=O)N1Cc1cccc(Cl)c1	-0.1	0.1	1	-6	i	-2	4	-4	3	2
32	COc1ccc(C2NC(=S)NC(C)=C2C(=O)Nc2ccccn2)cc1OC (centres undefined)	-0.4	0.6	0	-4	i	1	7	-121	0	2
33	Cc1ccc(C(CC(=O)c2ccco2)SCCO)cc1 (centres undefined)	-0.8	-0.7	2	0	i	-1	-9	30	-1	1
34	COC(=O)c1cc(COc2ccc3oc(C)c(C(=O)OC(C)C)c3c2)c(C)o1	-0.8	2.7	5	-13	i	-2	1	-1	-2	-7
35	Cc1sc(NC(=O)C2=COCCO2)nc1-c1ccc(Br)cc1	-0.4	0.2	2	-5	i	-5	-2	16	3	5
36	CCOc1ccccc1/C=N/Nc1nc2c(N)ncnc2n1[C@H]1O[C@@H](CO)[C@H](O)[C@@H]1O	0.3	-0.2	2	1	i	4	-5	-19	-3	-1
37	COCCN(C(=S)Nc1c(C)cccc1C)C(C)c1cccnc1 (centres undefined)	-0.2	-1.3	-4	-10	i	0	1	14	-13	2
38	CCOC(=O)C1CCN(C(=O)C(C)Oc2ccc(Br)cc2)CC1 (centres undefined)	-0.2	-0.5	1	3	i	2	2	3	-14	2
39	COc1ccc(-c2sc3cc4c(cc3c2-c2ccc3c(c2)OCCO3)OCO4)cc1	-0.2	2.1	0	-9	i	8	-14	-3	1	-6
40	COc1ccc(C(=O)Nn2c(CC(C)C)nc3cc(OC)c(OC)cc3c2=O)c(OC)c1	-0.5	-0.6	-3	-2	i	-2	0	0	-4	-3
41	CCOC(=O)c1c(C)[nH]c(C)c1S(=O)(=O)N(C)CC(=O)Nc1ccccc1C	-0.5	-1.1	-2	-5	i	-3	-1	-7	0	-1
42	CNC(=O)COC(=O)c1cc(F)c(F)cc1Cl	0.1	1.0	3	-6	i	0	-2	1	-1	4
43	Cc1nccn1CCCNCc1c(C(=O)N2CCCCCCC2)nc2ccc(Cl)cn12	-0.3	1.2	-2	-5	i	-9	-2	5	-1	0
44	CCOc1cc(/C=C\c2nc(O)c([N+](=O)[O-])c(=O)[nH]2)ccc1OC(C)C	-0.6	-1.4	0	-2	i	-5	-12	-3	-2	4
45	CCNC(=O)C1(C)CCN(C(=O)c2cccc(Cl)c2)C1 (centres undefined)	-0.2	-2.1	-3	x	i	4	-4	5	0	6
46	Cc1ccc(S(=O)(=O)N2CCC(=O)N(CCO)CC2)cc1	-0.2	-1.2	0	-11	i	-1	2	2	-2	4
47	COc1ccc(-c2c(C#Cc3ccsc3)c3cc(-c4ccc5c(c4)OCCO5)ccc3n2C)cc1	-0.2	-0.2	0	-14	i	5	-28	-2	2	-3
48	CCN(Cc1ccccc1)c1ccccc1	-0.4	0.7	0	-9	i	-2	6	2	1	-2
49	COc1ccc(-c2nc3ccc(N4CCN(C)CC4)cc3c(=O)[nH]2)cc1	-0.1	1.7	1	1	i	0	-1	-15	-10	-3
50	CS(=O)(=O)Nc1ccc(Oc2ncccn2)cc1	0.2	-1.7	-1	-6	i	-6	-3	-16	-3	0
51	Oc1ccc(/C=N/NC2=NCCCCC2)c(O)c1	-0.6	0.5	-3	-7	i	1	1	4	6	0
52	CCO[C@@H]1OC(C(=O)N2CCN(Cc3ccc4c(c3)OCO4)CC2)=C[C@H](c2ccc(C(F)(F)F)cc2)[C@H]1CCCO	0.0	2.0	-2	2	i	-2	7	5	-1	-9
53	CN(C)/C=N/c1sccc1C(N)=O	-0.4	-1.9	0	-2	i	-1	-1	12	2	0
54	COc1ccccc1-c1ccc2c(c1)C(C)(Cc1cc(Cl)ccc1C(F)(F)F)C(=O)N2 (centres undefined)	-0.2	3.5	-2	x	i	-3	1	1	4	-9
55	COc1ccc(-c2nn(C)c(=O)c3ccccc23)cc1CNS(C)(=O)=O	0.1	-1.5	-2	6	i	3	-4	2	0	2
56	COc1cc(C2SCC(=O)N2CCc2ccc(OC)c(OC)c2)ccc1O (centres undefined)	-1.7	3.0	0	-11	i	-1	0	-8	-8	2
57	Cc1ccc(S(=O)(=O)N2Cc3ccccc3CC2C(=O)N(C)C)cc1 (centres undefined)	-0.2	0.9	-1	x	i	3	-1	-6	1	1
58	O=C(c1ccccc1)c1ccc(OCCOCCN2CCN(Cc3ccccc3)CC2)cc1	0.0	-0.3	2	1	i	-8	5	5	-4	-2
59	CC(C)(C)C(=O)Cn1c(NCCO)nc2ccccc21	-1.1	5.0	1	4	i	0	-2	0	6	2
60	O=C(OCc1nc2ccccc2[n+]([O-])c1C(=O)c1ccccc1)c1cccs1	-0.2	0.0	-1	9	i	10	-21	-136	1	-3
